PP1 counter: blocks human PP1-alpha phosphatase, a PP5 counter-screen | P62136 | purified PP1alpha, OMFP fluorescence | inhibition, % at 6.7 µM | hit rate 0.9% among 320,000;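 active = inhibition above the mean inhibition of all tested compounds plus 3 SD, computed separately for each screening campaign, cut at about 15% in these data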
Target sequence (P62136 whole entry, looked up): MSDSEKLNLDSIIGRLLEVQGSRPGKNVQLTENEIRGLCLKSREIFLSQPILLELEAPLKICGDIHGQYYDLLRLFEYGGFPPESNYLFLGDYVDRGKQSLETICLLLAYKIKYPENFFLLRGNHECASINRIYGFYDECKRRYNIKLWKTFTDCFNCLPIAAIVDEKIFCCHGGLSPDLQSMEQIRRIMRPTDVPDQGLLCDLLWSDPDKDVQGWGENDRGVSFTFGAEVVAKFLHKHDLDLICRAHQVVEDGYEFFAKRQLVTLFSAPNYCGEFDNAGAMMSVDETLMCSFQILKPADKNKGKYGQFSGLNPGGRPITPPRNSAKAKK
HCV core dimer: HCV core protein dimerization inhibition. hit rate 0.33% among 300,000. inhibition, % at 5 µM. AID 1899. TR-FRET GST/Flag-core106 dimerization, 1536-well;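 active = inhibition above the mean of all tested compounds plus 3 SD, set per screening campaign, cut at about 45% in these data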
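assay system = GST-tagged and Flag-tagged HCV core protein residues 1-106 | controls = unlabelled core106 and no-GST-core106 wells | incubation = compound-protein-antibody incubation 4 h at 22.5 °C | probe or stimulus = Eu donor and XL665 acceptor anti-tag antibodies | read-out = % inhibition based on acceptor/donor emission ratio | signal = TR-FRET 671 and 617 nm emission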
procasp3 activ: procaspase-3 (human) activation | activation, % at 8.5 µM | hit rate 0.11% among 330,000 | P42574 | recombinant procaspase-3 D3A, Ac-DEVD-pNA absorbance 405 nm;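 active = activation above the mean of all tested compounds plus 3 SD, cut at about 21% in these data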;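 note: 0% = DMSO alone and 100% = DMSO wells spiked with extra 5 µM PC-3 D3A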
Target sequence (P42574 whole entry D9A/D28A/D175A): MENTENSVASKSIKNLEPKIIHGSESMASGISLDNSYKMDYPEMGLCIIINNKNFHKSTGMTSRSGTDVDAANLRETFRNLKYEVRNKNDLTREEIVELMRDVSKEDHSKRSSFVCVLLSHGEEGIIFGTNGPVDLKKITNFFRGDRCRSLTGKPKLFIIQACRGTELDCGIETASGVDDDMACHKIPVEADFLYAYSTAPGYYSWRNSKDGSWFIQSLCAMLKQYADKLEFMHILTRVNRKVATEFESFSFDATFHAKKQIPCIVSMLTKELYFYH
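Evaluation: percent activation relative to control range; Material: Procaspase-3 D3A mutant, all three cleavage aspartates alanine; Compound: single dose, 8.5 µM nominal compound, 0.8% DMSO; Replication: one well per compound; Signal: absorbance at 405 nm, 0 and 120 min; Schedule: 1 h preincubation plus 2 h reaction at 25 °C.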
TPT1 inhibitor: blocks Candida albicans tRNA 2'-phosphotransferase | inhibition, % at 5 µM | recombinant caTPT1, FP RNA substrate dephosphorylation | hit rate 0.81% among 300,000 | AID 1962;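 active = inhibition above the mean of all tested compounds plus 3 SD, set per screening campaign, cut at about 24% in these data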;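 note: plate controls were DMSO alone for no effect and ferristatin control at 100 nM for full effect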
PAFAH2 FP inh: inhibitors of human PAFAH2; Q99487; recombinant PAFAH2, FP-rhodamine activity probe, fluorescence polarization; inhibition, % at 3.39 µM; hit rate 0.99% among 340,000;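 active = inhibition above the mean over all tested compounds plus 3 SD, cut at about 30% in these data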;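 note: inhibitors block probe labeling of enzyme so polarization drops; 0% = enzyme with DMSO and 100% = wells lacking PAFAH2 protein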
PP5 inh: blocks human protein phosphatase 5 activity; P53041; purified PP5c, OMFP substrate fluorescence; inhibition, % at 6.7 µM; hit rate 0.18% among 320,000; AID 1987;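 active = inhibition above the campaign's mean inhibition across all tested compounds plus 3 SD, cut at about 9.5% in these data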;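 note: 0% = DMSO only and 100% = 100 µM cantharidin control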
Fh CTSL1 inh: counter-screen for PFM18AAP inhibitors: inhibitors of F. hepatica cathepsin L1. recombinant F. hepatica cathepsin L1, Z-Leu-Arg-MCA fluorescence. inhibition, % at 5.96 µM. hit rate 0.49% among 300,000. AID 1906;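 active = inhibition above the mean of all tested compounds plus 3 SD, set per screening campaign, cut at about 17% in these data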;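 note: 0% = plate median of test compound wells and 100% = 1 µM Z-Phe-Ala-diazomethylketone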
procasp7 counter: activates human procaspase-7, counter-screen for procaspase-3 activators | P55210 | recombinant procaspase-7, Ac-DEVD-pNA absorbance 405 nm; D23A/D198A/D206A triple mutant, cannot self-cleave; scale: DMSO 0, 5 µM enzyme 100 | activation, % at 8.5 µM | hit rate 0.093% among 330,000 | AID 463210;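 active = percent activation above the screen-wide mean plus 3 SD, cut at about 25% in these data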
Target sequence (P55210 whole entry D23A/D198A/D206A): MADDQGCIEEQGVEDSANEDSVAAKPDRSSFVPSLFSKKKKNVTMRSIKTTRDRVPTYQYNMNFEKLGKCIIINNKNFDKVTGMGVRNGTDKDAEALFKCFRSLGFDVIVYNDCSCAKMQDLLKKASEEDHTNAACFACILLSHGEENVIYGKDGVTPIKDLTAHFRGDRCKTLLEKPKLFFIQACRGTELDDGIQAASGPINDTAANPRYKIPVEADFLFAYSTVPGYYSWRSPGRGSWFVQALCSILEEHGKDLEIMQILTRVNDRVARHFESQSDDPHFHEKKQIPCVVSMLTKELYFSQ
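Assay system: Uncleavable procaspase-7 mutant enzyme / Input: 2 µM procaspase-7 mutant as dispensed / Dosing: single nominal 8.5 µM compound dose, 0.8% DMSO final / Timing: 1 h enzyme–compound preincubation and 2 h substrate reaction, both 25 °C / Detection: p-Nitroaniline absorbance at 405 nm, read at 0 and 120 min / Replication: singlicate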
AHR activator: human AHR activation; AID 2796; AHR-responsive luciferase reporter cells, luminescence; hit rate 2.5% among 320,000; P35869; activation, % at 5 µM; in the data active = activation above about 47%;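 note: 0% = vehicle wells and 100% = reference agonist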
Numbers without * were called inactive; . = not tested or not shown.

| Compound | PP1 counter | HCV core dimer | procasp3 activ | TPT1 inhibitor | PAFAH2 FP inh | PP5 inh | Fh CTSL1 inh | procasp7 counter | AHR activator |
| --- | --- | --- | --- | --- | --- | --- | --- | --- | --- |
| COc1ccc2c(c1)C(=O)CC(c1ccccc1F)O2 (stereo not given) | 4.6 | -1.6 | -11.2 | 3.5 | 4.2 | 3.4 | 0.0 | -11.3 | -1.2 |
| CC(=O)N1CCN(c2ccc([N+](=O)[O-])cc2)CC1 | -1.9 | -1.1 | -4.9 | -1.4 | 1.7 | 0.3 | 0.7 | 2.3 | -1.0 |
| COc1ccc2[nH]c(C(=O)NCCN3CCOCC3)cc2c1 | 1.3 | -0.6 | 0.5 | -4.5 | 5.0 | -1.1 | 1.1 | -1.3 | 13.2 |
| Cc1cc(C)n(-c2ccc(Cl)c(Cl)c2)n1 | -0.3 | 7.1 | 12.9 | -0.9 | -3.5 | 1.9 | -2.0 | -0.2 | 2.3 |
| O=C(NC(=O)c1ccc(Cl)cc1)Nc1cc(N2CCCCC2)ncn1 | 0.8 | 0.7 | 9.2 | -1.2 | 2.7 | -1.4 | 1.1 | 3.9 | 0.4 |
| COc1ccc(S(=O)(=O)NC(N)=NCCc2ccccc2)cc1 | -0.2 | 0.1 | -8.3 | -3.5 | 0.0 | 4.3 | 2.9 | -4.1 | 9.1 |
| COc1ccc(OCCNC(=O)Nc2cc(F)c(F)cc2Cl)cc1 | 4.1 | -3.1 | -4.5 | -0.3 | -1.5 | 3.0 | 1.3 | 3.2 | 0.5 |
| CC1(C)Cc2ccccc2-c2nc3n(c(=O)c21)CCCS3 | -0.8 | -0.3 | 5.5 | -6.5 | . | 0.3 | 1.6 | -3.9 | 1.5 |
| O=C(Nc1ccc(CN2CCCCC2)cc1)c1cccc(F)c1 | 1.6 | 4.1 | -7.8 | 0.2 | 2.1 | 0.7 | -7.6 | 14.8 | 7.3 |
| CCn1c(SCC#N)nc2ccccc2c1=O | -2.3 | -0.1 | 0.3 | 3.5 | 3.3 | 0.0 | -2.1 | 2.6 | 2.6 |
| O=C(O)c1ccccc1C(=O)c1ccc(N2CCOCC2)c([N+](=O)[O-])c1 | -8.6 | -3.2 | 2.7 | -1.7 | -4.0 | 0.9 | -1.2 | -5.6 | 2.5 |
| Cc1cccc(OCc2nnc(NC(=O)Cc3cccs3)s2)c1 | -1.0 | 4.5 | -2.4 | 0.8 | 1.4 | 4.5 | -0.2 | 8.8 | 37.9 |
| O=C1N=C(N2CCCCC2)SC1=C1CCCC1 | -0.2 | -1.4 | 4.6 | -2.4 | 0.9 | 1.9 | 2.2 | 6.9 | 2.5 |
| CCOc1nc(OCC)c2cnn(C)c2n1 | 0.4 | -10.0 | 3.7 | -3.2 | -3.9 | 1.3 | -1.6 | -9.2 | 1.4 |
| CCCn1nc(NC(=O)C2CCCO2)c2cc3cc(C)ccc3nc21 (stereo not given) | -0.4 | -0.6 | -6.8 | 0.5 | 10.7 | -2.3 | 5.9 | 5.8 | 11.3 |
| CCOC(=O)CNC(=S)SC | -4.7 | 0.5 | 4.6 | 0.1 | 11.3 | -0.4 | -1.9 | -0.1 | -2.6 |
| COc1cc(/C=N/N2CCN(c3ccccc3OC)CC2)ccc1O | -4.0 | 0.9 | -5.8 | 0.3 | -2.9 | -0.5 | 0.7 | 1.2 | 23.5 |
| Cc1cc(C)n2nc(C(=O)N(C)c3c(N)n(Cc4ccccc4)c(=O)[nH]c3=O)nc2n1 | 0.6 | 1.5 | 2.6 | -2.0 | 1.9 | -1.4 | -0.2 | 1.9 | -0.3 |
| O=C(Nc1ccc(Cl)cc1-c1nc2ccccc2s1)c1ccco1 | -1.8 | -12.6 | 7.7 | 0.1 | -8.0 | 1.2 | 1.2 | 14.5 | 42.6 |
| Cc1cc(=O)[nH]c(SCC(=O)N(CCC#N)c2ccccc2)c1C#N | -0.2 | 1.8 | -4.5 | 1.0 | -5.3 | 0.1 | -4.1 | 0.0 | 1.4 |
| COc1cc(C(=O)NCc2ccc3c(c2)cc(C)n3C)cc(OC)c1OC | -3.4 | 27.3 | 10.1 | 4.3 | 8.7 | 1.1 | -1.4 | -6.4 | 1.2 |
| CCOC(=O)c1cnc(SC)nc1Sc1cc(Cl)ccc1Cl | -7.8 | 8.3 | 0.6 | -4.5 | -10.2 | 1.7 | 0.6 | -5.2 | 2.7 |
| CC(=O)c1ccc(N2CCN(CC3CCCCC3)CC2)cc1 | -0.2 | 7.4 | 2.2 | -1.6 | 5.9 | -0.4 | 3.6 | -2.3 | -2.1 |
| O=c1oc2ccccc2cc1-c1nc(-c2cccs2)cs1 | -3.3 | 3.1 | 11.6 | -52.4 | 0.8 | -1.4 | 0.7 | -15.7 | 62.2* |
| O=C(CSc1ncnc2scc(-c3ccccc3)c12)NCc1ccc2c(c1)OCO2 | 2.9 | 5.8 | 6.5 | 0.5 | -2.4 | 3.5 | 4.7 | -2.5 | 30.7 |

Overlap with the part before: three entries, then new ones.
| Compound | PP1 counter | HCV core dimer | procasp3 activ | TPT1 inhibitor | PAFAH2 FP inh | PP5 inh | Fh CTSL1 inh | procasp7 counter | AHR activator |
| --- | --- | --- | --- | --- | --- | --- | --- | --- | --- |
| CC(=O)c1ccc(N2CCN(CC3CCCCC3)CC2)cc1 | -0.2 | 7.4 | 2.2 | -1.6 | 5.9 | -0.4 | 3.6 | -2.3 | -2.1 |
| O=c1oc2ccccc2cc1-c1nc(-c2cccs2)cs1 | -3.3 | 3.1 | 11.6 | -52.4 | 0.8 | -1.4 | 0.7 | -15.7 | 62.2* |
| O=C(CSc1ncnc2scc(-c3ccccc3)c12)NCc1ccc2c(c1)OCO2 | 2.9 | 5.8 | 6.5 | 0.5 | -2.4 | 3.5 | 4.7 | -2.5 | 30.7 |
| O=C1C(=O)N(c2ccccc2)C(c2ccccc2[N+](=O)[O-])/C1=C(\O)c1ccccc1 (stereo not given) | -0.3 | 1.9 | -11.6 | -4.0 | 3.0 | 2.3 | -0.2 | -10.3 | 17.5 |
| CCOC(=O)C1(Cc2ccccc2C(F)(F)F)CCN(C2CCCC2)CC1 | -3.4 | -0.1 | -2.0 | -2.3 | 1.1 | -0.1 | 0.7 | 0.8 | 1.0 |
| O=C(Oc1cccccc1=O)c1ccccc1 | 0.0 | 0.1 | -2.8 | -2.7 | -8.4 | 1.3 | -0.4 | -3.6 | -1.6 |
| O=S(=O)(Cc1ccc(Cl)cc1)NCC1CCCO1 (stereo not given) | -6.8 | -2.0 | 0.6 | -0.3 | 4.4 | 4.1 | -6.2 | -3.7 | -0.5 |
| COc1ccc(S(=O)(=O)N2CCN(Cc3ccccc3[N+](=O)[O-])CC2)cc1 | 1.4 | 1.1 | 11.5 | -4.3 | 4.1 | 2.4 | 1.6 | 4.2 | -4.3 |
| NC(=O)c1ccc(NC(=O)CCCc2nc(-c3ccccc3Cl)no2)cc1 | -0.7 | -2.9 | 8.2 | -0.4 | -4.5 | 0.5 | 5.8 | -2.5 | 4.2 |
| CC(=O)NS(=O)(=O)c1ccc(NC(=O)c2cccc(S(=O)(=O)N3CCc4ccccc43)c2)cc1 | -5.0 | 1.6 | 3.9 | -2.2 | 8.2 | -0.1 | 4.0 | 6.4 | 0.3 |
| Cc1ccc(NC(=O)CN2C(=O)N/C(=C\c3cccnc3)C2=O)cc1 | -6.4 | -0.5 | 2.7 | -0.4 | -1.0 | 0.1 | -0.1 | -0.2 | 5.4 |
| Cc1cc(NC(=O)CSc2nc3ccccc3n2CCC#N)no1 | -2.1 | -1.6 | 4.8 | -1.1 | -5.3 | -1.0 | 4.2 | -5.6 | 1.9 |
| CC(C)(C)OC(=O)N1CCC[C@H]1c1nnc(SCc2c(F)cccc2Cl)o1 | 1.3 | 5.6 | 2.4 | 3.8 | 4.2 | -0.4 | 1.2 | 7.2 | 3.9 |
| O=C(CN1CCOCC1)N1CCN(c2ccc([N+](=O)[O-])cc2)CC1 | -2.6 | 2.0 | 0.1 | 0.9 | 6.1 | -3.9 | -0.7 | -11.0 | 1.6 |
| Cc1ccc(S(=O)(=O)Nc2ccc(-n3cnnn3)cc2)c(C)c1 | 0.3 | . | 4.3 | . | 3.9 | 2.1 | . | -3.6 | 0.5 |
| O=C1C(Cc2ccccc2)Nc2ncnc(N3CCN(c4ccccc4)CC3)c2N1Cc1ccccc1 (stereo not given) | 14.3 | 17.9 | 6.8 | 4.4 | -10.4 | 2.6 | 4.2 | -7.4 | 3.5 |
| CN(C)S(=O)(=O)c1ccc(C(=O)NCCOc2ccccc2)cc1 | 1.7 | -8.0 | -3.0 | -2.5 | -10.8 | 0.8 | 0.1 | 1.9 | 12.7 |
| CC(C)Cc1cc(C(=O)N2CCC(N3CCC(C(=O)NC4CC4)CC3)CC2)n[nH]1 | -0.9 | -2.6 | 1.1 | -4.1 | 5.2 | 1.5 | 0.3 | -2.2 | -1.3 |
| Cn1c(SCc2nc(-c3ccccc3)no2)nnc1-c1cccs1 | -6.0 | 6.8 | -8.5 | -0.9 | 1.0 | 2.2 | -1.3 | -12.4 | -1.4 |
| COc1cccc(C(=O)N(C)c2nnc(-c3ccncc3)s2)c1 | -2.3 | 1.9 | -9.4 | 2.4 | 0.5 | -0.8 | 0.6 | 18.4 | 0.1 |
| O=C(NCC1CCCO1)C(=O)N/N=C/c1ccc(O)c(Cl)c1 (stereo not given) | 2.6 | 0.9 | -0.4 | 1.9 | 1.2 | 0.8 | 5.7 | 2.0 | 3.0 |
| CCCN1CCN(CCCNC(=O)c2ccccc2NC(=O)C2=C(C)OCCS2)CC1 | -2.4 | -11.2 | 1.7 | 0.6 | 0.0 | 2.7 | 0.8 | -4.4 | -1.6 |
| CC1(C)CC(=O)C(C=NCc2ccc3c(c2)OCO3)=C(O)C1 | -3.4 | 1.9 | -1.3 | -2.2 | -12.2 | 1.9 | 0.8 | 8.4 | 2.1 |
| CCc1ccc(CCC(=O)Nc2nnc(C)s2)o1 | -5.8 | 0.3 | -7.2 | 0.6 | 5.9 | 2.2 | -4.3 | 10.3 | 6.3 |
| C[C@@H]1CCC[C@]2(O[C@H](CCO)C[C@@H](O)[C@@H]2O)O1 | -2.3 | 7.3 | 2.4 | -1.1 | -0.3 | 0.8 | 1.4 | 6.2 | -2.0 |
| CC(CC(=O)N1CCN(c2cccc(Cl)c2)CC1)S(=O)(=O)c1ccc2c(c1)NC(=O)CO2 (stereo not given) | -2.3 | 15.4 | 2.7 | -2.1 | -3.2 | -0.1 | 0.8 | 1.2 | 0.6 |
